Bioassay records: PubChem BioAssay, National Center for Advancing Translational Sciences (NCATS)
GRP78 ERSR act = inducers of ER stress response in human glioma cells | 0.02% of 420,000 active | U87-MG GRP78 promoter luciferase reporter, 16 h | Potency, µM, inactives show top-dose activation, hits mostly activators; note: potency is the fitted concentration of half-maximal effect; series mostly up to about 76 µM; % of control where 0% means no effect; nearly all actives have a fitted effect of over 35% in size
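Stably transfected U87-MG human glioma cells carrying a GRP78-based luminescent sensor were seeded at 1000 cells/well, pin-dosed with compounds and incubated 16 h. Luciferase reagent was then added, and end-point luminescence was read after 10 min at room temperature.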
D1 agonist = agonists of human D1 dopamine receptor; P21728; HEK293 T-REx D1 cells, calcium flux, agonist mode; activation, % at 2 µM; 1% of 360,000 active; in the data active = activation above about 30%; note: 0% is about no effect
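Inducible HEK293 T-REx D1 cells, force-coupled to calcium signalling, were plated at 4000 cells/well with tetracycline and held overnight at 30 C. After no-wash calcium dye loading, compound-evoked calcium rise over 180 s flagged agonists.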
D1 antagonist = blocks dopamine activation of the human D1 receptor | P21728 | HEK293 TREx D1 cells, calcium flux, dopamine EC80; hits give low values | activity change, negative = inhibition, % at 10 µM | 3.2% of 360,000 active | AID 504652; in the data active = activity change below about -30%; note: % is set by controls: 0 for no effect and ±100 for the full control effect
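Allosteric or orthosteric antagonism assessed as attenuation of the calcium response to EC80 dopamine, added 180 s after compound, in induced HEK293 Trex D1 cells loaded with no-wash calcium dye.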
Vif-A3F inh = blocks the Vif interaction with APOBEC3F. Potency, µM (titrated, usually from 46.1 µM), for inactives: top-dose activity, negative = active. AID 602313. 0.2% of 390,000 active. HeLa A3F-eYFP + Vif (tagged APOBEC3F with the HIV-1 protein that degrades it), YFP fluorescence increase; note: potency is the fitted concentration of half-maximal effect; % of control where 0% means no effect; nearly all actives have a fitted effect of over 65% in size
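Fluorescence increase (Ex 488/Em 500-530) after overnight compound treatment at 37 deg C flags inhibition of Vif-driven A3F-eYFP loss in stable HeLa A3F-eYFP/Vif cells seeded overnight beforehand.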
D2 potentiator = D2 dopamine receptor (human) potentiation; AID 485347; 0.34% of 340,000 active; potentiation, % at 10 µM; HEK293 T-REx D2, calcium flux, EC20 dopamine potentiation; P14416;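 active = potentiation over 3 SD above the plate norm, cut at about 30% in these data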; note: 0% is about no effect
Target sequence (P14416 whole entry, looked up): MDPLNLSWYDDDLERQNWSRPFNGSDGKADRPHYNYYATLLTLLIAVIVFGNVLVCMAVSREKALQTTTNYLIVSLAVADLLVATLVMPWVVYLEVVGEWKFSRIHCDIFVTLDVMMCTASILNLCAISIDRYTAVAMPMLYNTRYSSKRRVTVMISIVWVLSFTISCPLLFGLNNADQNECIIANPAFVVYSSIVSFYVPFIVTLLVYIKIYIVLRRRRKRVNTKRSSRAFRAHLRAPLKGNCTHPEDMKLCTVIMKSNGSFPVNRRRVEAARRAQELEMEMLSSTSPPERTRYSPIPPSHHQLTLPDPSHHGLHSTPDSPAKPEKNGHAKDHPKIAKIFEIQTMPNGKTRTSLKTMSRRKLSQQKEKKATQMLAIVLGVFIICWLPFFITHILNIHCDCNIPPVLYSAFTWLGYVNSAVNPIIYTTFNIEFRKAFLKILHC
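Using a no-wash calcium dye in inducible, force-coupled HEK293 Trex cells expressing D2, we tracked fluorescence each second for 180 s after compound, then for 180 s after EC20 dopamine to detect augmented signalling.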
D1 potentiator = human D1 dopamine receptor positive modulation; P21728; HEK293 TREx D1 cells, calcium flux, dopamine EC20 potentiation; potentiation, % at 10 µM; 0.036% of 360,000 active; AID 504651; in the data active = potentiation above about 30%; note: 0% is about no effect
RXFP1 antag = antagonists of human relaxin receptor RXFP1. HEK293-RXFP1, relaxin-stimulated cAMP HTRF, 30 min; hits give low values. activity change, negative = inhibition, % at 57.5 µM. AID 1259400. 0.59% of 350,000 active;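 active = activity change of -60% or lower, but not beyond a set lower limit; inconclusive = change between -60% and -40%, or beyond the set limit; inactive = change above -40%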; note: % is set by controls: 0 for no effect and ±100 for the full control effect
Vif-A3G inh = inhibitors of Vif-APOBEC3G interaction; Q9HC16; HeLa A3G-eYFP + Vif (tagged APOBEC3G with the HIV-1 protein that degrades it), YFP fluorescence, overnight; Potency, µM (doses to about 46.1 µM), for inactives: at the highest dose activity, negative = active, hits mostly inhibitors; 0.076% of 410,000 active; AID 602310;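 note: potency is the fitted concentration of half-maximal effect; % is set by controls: 0 for no effect and ±100 for the full control effect; nearly all actives have a fitted effect of over 60% in size; hits raise eYFP signal because A3G escapes Vif-driven loss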
Target sequence (Q9HC16 whole entry, looked up): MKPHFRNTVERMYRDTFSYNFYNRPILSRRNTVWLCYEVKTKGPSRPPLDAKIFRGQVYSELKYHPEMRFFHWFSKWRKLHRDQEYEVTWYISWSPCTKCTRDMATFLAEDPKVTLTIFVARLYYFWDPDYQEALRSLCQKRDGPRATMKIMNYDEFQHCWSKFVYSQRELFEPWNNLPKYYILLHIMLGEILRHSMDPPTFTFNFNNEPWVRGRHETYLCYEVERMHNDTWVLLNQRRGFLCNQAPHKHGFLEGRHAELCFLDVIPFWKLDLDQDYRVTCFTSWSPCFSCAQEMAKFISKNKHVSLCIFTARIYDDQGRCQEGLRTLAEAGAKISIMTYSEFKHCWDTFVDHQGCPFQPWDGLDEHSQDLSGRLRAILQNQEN
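Read-out is eYFP fluorescence (Ex 488/Em 500-530) from Vif-expressing HeLa A3G-eYFP cells; more signal means A3G escaped Vif-mediated degradation. Cells plated overnight, compound pinned in, incubated overnight at 37 deg C.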
RXFP1 ag = RXFP1 (human) receptor agonism; Q9HBX9; HEK293T-RXFP1 cAMP TR-FRET, 30 min; response scale: percent of porcine relaxin response, buffer zero; Potency, µM (titrated, usually from 57.5 µM), for inactives: at the top dose activation, hits mostly activators; 0.3% of 370,000 active; note: potency is the fitted concentration of half-maximal effect; % is set by controls: 0 for no effect and ±100 for the full control effect; nearly all actives have a fitted effect of over 60% in size; many of its hits are not listed in these tables
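HEK293T cells stably expressing RXFP1 were pretreated with the PDE4 inhibitor Ro 20174, exposed to compounds for 30 min at 37C, lysed, and cAMP was read by TR-FRET. Data normalized to buffer (basal) and 29 nM porcine relaxin (100%).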
The depositor's hits bear a star; ? = inconclusive; / = no result given; & = joins results of further samples. Unless noted, calls come from the whole dose curve; as a rule, active = well fitted curve in the direction sought with a large enough effect; inconclusive = small, poorly fitted or top-dose-only effect, or another doubt; inactive = no such curve, though single readings can be large; an effect the other way counts as inactive or inconclusive. This is a subset; the hit share may differ from the screen's.

SMILES | GRP78 ERSR act | D1 agonist | D1 antagonist | Vif-A3F inh | D2 potentiator | D1 potentiator | RXFP1 antag | Vif-A3G inh | RXFP1 ag
COc1ccc(NC(=O)COC(=O)c2ccc(Br)o2)cc1OC | -4% | 1 | -12 | -2% | 7 | -1 | 0 | 1% | 2.7%
CC1CC(N(C(=O)c2ccco2)c2ccccc2)c2ccccc2N1 (configuration not stated) | 0% | 1 | -5 | -7% | 11 | 0 | 7 | -22% | 0.2%
Cc1ccc(NC(=O)c2ccc(F)c(S(=O)(=O)NCCc3ccccc3)c2)cc1F | 0% | 12 | -30* | -15% | 1 | -1 | -21 | 5% | 4.6%
CCOC(=O)Cc1csc(NC(=O)CCN2C(=O)c3cccc([N+](=O)[O-])c3C2=O)n1 | -7% | 2 | 5 | -7% | 5 | -3 | -2 | -7% | 2.1%
COC(=O)Nc1ccc(S(=O)(=O)N2CCCC(C(=O)Nc3cccnc3)C2)cc1 (configuration not stated) | -3% | 3 | 10 | -16% | 7 | -6 | -7 | -4% | 0.1%
Cn1cc(-c2ccno2)c(C(=O)O)n1 | -5% | 2 | -18 | 4% | -12 | -5 | -8 | 0% | 2.5%
O=C(Nc1cc(Cl)cc(Cl)c1)c1cnn2cccnc12 | 2% | 1 | -10 | 4% | -4 | -1 | -7 | 0% | 1.9%
COc1ccc(NC(=O)C2CCN(c3nc(-c4ccc(OC)c(OC)c4)no3)CC2)cc1Cl | -2% | 4 | -5 | 3% | 10 | -1 | 5 | -4% | 1.1%
O=C(CNc1cccc2ccccc12)N/N=C/c1ccccn1 | 1% | 1 | -14 | 7% | 9 | -20 | -6 | 1% | 7.7%
N#Cc1cccc(-c2cn(S(=O)(=O)c3ccc(Cl)cc3)nc2N)c1 | -7% | 5 | 3 | 2% | -2 | 0 | -15 | -9% | 0.4%
COc1cc(/C=N/N2C(=O)c3ccccc3NC2(C)c2cccc([N+](=O)[O-])c2)cc(Br)c1O (configuration not stated) | 6% | 1 | -28 | -4% | -9 | -4 | -1 | -4% | 0.5%
CCOc1ccc(C(=O)Nc2cccc(NC(=O)c3ccc(Cl)cc3Cl)c2)cc1 | -5% | 1 | -20 | -6% | 3 | -2 | 1 | ? | -1.2%
CC(=O)c1ccc(NC(=O)CCc2c(C)nc3c(c(C)nn3-c3ccc(C)cc3)c2C)cc1 | / | 4 | -14 | / | -3 | -3 | 15 | / | 2.3%
COc1ccc(NC(=O)C2C3C=CC4(O3)C2C(=O)N(CCCN2CCCCC2)C4C(=O)NC2CCCC(C)C2C)cc1 (configuration not stated) | -2% | -2 | 18 | 2% | -13 | 3 | 21 | 1% | -1.4%
CCOc1ccc(N=C2Sc3nc4ccc(C)cc4cc3CN2CCOC)cc1 | -4% | 0 | 1 | -9% | -8 | -2 | 0 | 0% | -2.6%

4 entries from above, with values under each structure:
The line under a structure holds: GRP78 ERSR act | D1 agonist | D1 antagonist | Vif-A3F inh | D2 potentiator | D1 potentiator | RXFP1 antag | Vif-A3G inh | RXFP1 ag
CCOC(=O)Cc1csc(NC(=O)CCN2C(=O)c3cccc([N+](=O)[O-])c3C2=O)n1
  -7% | 2 | 5 | -7% | 5 | -3 | -2 | -7% | 2.1%
COC(=O)Nc1ccc(S(=O)(=O)N2CCCC(C(=O)Nc3cccnc3)C2)cc1 (configuration not stated)
  -3% | 3 | 10 | -16% | 7 | -6 | -7 | -4% | 0.1%
Cn1cc(-c2ccno2)c(C(=O)O)n1
  -5% | 2 | -18 | 4% | -12 | -5 | -8 | 0% | 2.5%
O=C(Nc1cc(Cl)cc(Cl)c1)c1cnn2cccnc12
  2% | 1 | -10 | 4% | -4 | -1 | -7 | 0% | 1.9%

(cont.)
SMILES | GRP78 ERSR act | D1 agonist | D1 antagonist | Vif-A3F inh | D2 potentiator | D1 potentiator | RXFP1 antag | Vif-A3G inh | RXFP1 ag
CCCN(CC(=O)Nc1ccccc1C)C(=O)c1cc2ccccc2oc1=O | -1% | / | / | 0% | / | / | -6 | 0% | /
CC(=O)CCc1oc2ccc(C)cc2c1Cc1ccccc1 | 1% | 3 | -11 | 6% | -4 | 4 | ? | -9% | -1.2%
O=C(NNC(=S)NC(=O)c1ccc(F)cc1)c1ccncc1 | -6% | / | / | ? | / | / | 11 | -6% | /
Cc1ccccc1OC1CCN(C(=O)C2CCC(=O)N(C3CCCC3)C2)CC1 (configuration not stated) | -2% | 8 | -3 | 9% | 12 | -2 | 7 | 2% | 3.9%
Cc1nn(C)c(C)c1CN(C(=O)C1CCC(=O)N(C2CCCCCC2)C1)C(C)C (configuration not stated) | 12% | 1 | 1 | -5% | -2 | 0 | 6 | 3% | 3.2%
C/C(CC(=O)Nc1cccnc1)=N\NC(=O)c1ccc([N+](=O)[O-])c(Cl)c1 | 0% | 4 | -4 | 0% | 12 | -2 | 5 | 2% | -3.6%
Cc1ccc(NC(=O)c2cc(-c3ccccc3O)n[nH]2)cc1Cl | 3% | 4 | -6 | ? | 3 | 1 | -3 | 2% | 2.3%
COc1ccc(NC(=O)C2=CC(c3ccc(C)cc3)=NS(=O)(=O)N2C)cc1 | -2% | 18 | -33* | -9% | -17 | 0 | -7 | -5% | -0.3%
O=C(CNC(=O)c1ccccc1Cl)OCc1cc(=O)n2ccsc2n1 | -2% | 2 | 12 | 2% | 10 | -1 | / | 1% | 27%
Cc1cccc(NC(=S)NNC(=O)c2ccc3c(c2)OCO3)c1 | 4% | 2 | -3 | -8% | -2 | -3 | 6 | 2% | 1.5%
O=C(CSc1nnc(NC(=O)C2CCC2)s1)Nc1ccccc1Br | -6% | 0 | 35 | -11% | / | -5 | -5 | -4% | 0.8%
COc1ccc(C(=O)N[C@H](C(=O)Nc2nc3c(s2)CCCC3)C(C)C)cc1 | -1% | 3 | 1 | -17% | -8 | -6 | -15 | 0% | 3.2%
COC(=O)Cc1ccc(NC(=S)N2CCCC(CO)C2)cc1 (configuration not stated) | -11% | 3 | 4 | 6% | 5 | 9 | -5 | -3% | -0.8%
Cc1ccccc1N(CC(=O)NC(C)(C)C)C(=O)CCC(=O)Nc1nccs1 | -5% | 1 | 17 | -17% | -16 | -1 | -5 | 8% | 0.6%
CCNC(=O)c1c(C)[nH]c(C(=O)OCC)c1C | 1% | 5 | 0 | -18% | -9 | 0 | -13 | 2% | 0.0%
Cc1cc(NC(=O)NN2CCOCC2)nn1-c1c(Cl)cccc1Cl | -4% | 0 | -2 | -9% | / | -4 | -6 | -1% | -0.1%
O=C(C1CCCO1)N(c1cccc(Cl)c1)C1C=CS(=O)(=O)C1 (configuration not stated) | -5% | 3 | 0 | -5% | / | 9 | -4 | -1% | -0.4%
O=C(O)CSc1nc2c(c(=O)[nH]1)CCCC2 | -2% | 2 | -21 | -2% | 2 | -2 | 5 | 0% | 0.4%
COc1cc(C)ccc1OCCON1C(=O)CCC1=O | -3% | 1 | -3 | -10% | 1 | 1 | 9 | 6% | -1.8%
COc1cccc(N(C(=O)c2snc(C(N)=O)c2N)C(C(=O)NCC2CCCO2)c2ccc(F)cc2)c1 (configuration not stated) | -8% | 4 | -2 | -2% | -4 | / | -27 | -8% | 0.5%
O=C(O)C(Cc1ccc(F)cc1)c1ccccc1 (configuration not stated) | 2% | 5 | 7 | 0% | 5 | 3 | 5 | 0% | 1.9%
Cc1cccnc1-n1c(CCN2C(=O)c3ccccc3C2=O)nc2ccccc2c1=O | -2% | 3 | -7 | 3% | 0 | -2 | 3 | 4% | 2.3%
O=C(COC(=O)c1cc2ccccc2cc1O)c1ccccc1 | -3% | 9 | -18 | 7% | -6 | -6 | -4 | 1% | 0.7%
O=C(Cc1ccccc1)NC(Nc1ccccc1)C(Cl)(Cl)Cl (configuration not stated) | -3% | 2 | 0 | -12% | -3 | -7 | -2 | 1% | -0.1%
COc1ccc(C(=O)/C=C/c2cc(OC)c(O)c(OC)c2)c(F)c1 | -6% | 52* | -5 | ? | 0 | -4 | 1 | ? | -2.2%
CCCC1NC(=O)NC(C)=C1C(=O)OCC (configuration not stated) | 5% | -3 | -2 | -3% | -9 | 15 | -9 | 1% | -0.3%
CNC(=O)COc1ccc(S(=O)(=O)N2CCCC2)cc1 | -1% | 5 | -2 | -16% | 0 | 2 | -7 | 0% | -2.3%
O=C(N/N=C/c1ccc(F)cc1)c1cccc(NC(=O)c2ccc(F)cc2)c1 | -1% | 4 | -14 | 4% | -32 | -7 | 0 | 0% | -0.4%
COc1ccc(CCNC(=O)c2ccc3c(Cl)c4c(nc3c2)CCCC4)cc1OC | -3% | 1 | -5 | 2% | -7 | 3 | / | 2% | 4.0%
O=c1cc(CSc2n[nH]c(-c3ccncc3)n2)nc2sccn12 | -2% | 0 | 3 | 4% | 9 | 0 | -9 | 2% | 16%
O=C(CN1CCN(c2ccccn2)CC1)N(c1ccccc1)c1ccc2ccccc2c1 | -6% | 1 | 6 | -3% | -1 | -10 | -5 | -4% | 3.3%
CN(C)S(=O)(=O)c1cccc(C(=O)OCC(=O)NCc2ccc3c(c2)OCO3)c1 | -3% | 2 | -7 | -1% | 1 | -4 | 2 | 7% | 1.4%
CC1(C)COC(c2ccccc2Cl)OC1 | -4% | / | / | ? | / | / | -10 | 0% | /
O=C(c1ccc(Cn2c(=S)[nH]c3ccc(N4CCOCC4)cc3c2=O)cc1)N1CCC(N2CCCCC2)CC1 | 1% | 2 | -8 | 8% | 2 | -4 | -17 | 1% | 22%
COc1cccc(NC(=O)CN2C(=O)NC3(CCc4ccccc43)C2=O)c1 (configuration not stated) | -2% | 2 | 16 | 0% | -5 | -2 | 1 | 0% | 0.0%
CCCNC(=O)N1CCCC(C(N)=O)C1 (configuration not stated) | -3% | 4 | -14 | -6% | / | -3 | 1 | 0% | -4.0%
Oc1ccccc1-c1cncn1Cc1ccccc1 | -4% | 3 | -8 | 3% | 9 | 0 | 9 | -4% | 0.0%
CCOc1ccc(NC(=O)NCCN2CCN(c3cccc(C)c3C)CC2)cc1 | -3%&-4% | 29&25 | -16&-16 | 0%&1% | -34&-25 | -8&-4 | -2 | 0%&1% | 4.0%&1.5%
COc1ccc(NC(=O)Cn2c(=O)n(Cc3ccco3)c(=O)c3oc4ccccc4c32)cc1Cl | -4% | 0 | 7 | 3% | 3 | -3 | 0 | -6% | 0.8%
